Compound activity deposited in PubChem by several laboratories.
PPARg SRC-3 ag: agonists of human PPARgamma SRC-3 coactivator recruitment. P37231. biochemical PPARgamma/SRC-3 coactivator recruitment assay. activation, % at 8 µM. hit rate 0.26% among 200,000; in the data active = activation above about 23%;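 note: 0% = DMSO and 100% = reference agonist; some compounds past the cut are filed as inactive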
Target sequence (P37231 whole entry, looked up): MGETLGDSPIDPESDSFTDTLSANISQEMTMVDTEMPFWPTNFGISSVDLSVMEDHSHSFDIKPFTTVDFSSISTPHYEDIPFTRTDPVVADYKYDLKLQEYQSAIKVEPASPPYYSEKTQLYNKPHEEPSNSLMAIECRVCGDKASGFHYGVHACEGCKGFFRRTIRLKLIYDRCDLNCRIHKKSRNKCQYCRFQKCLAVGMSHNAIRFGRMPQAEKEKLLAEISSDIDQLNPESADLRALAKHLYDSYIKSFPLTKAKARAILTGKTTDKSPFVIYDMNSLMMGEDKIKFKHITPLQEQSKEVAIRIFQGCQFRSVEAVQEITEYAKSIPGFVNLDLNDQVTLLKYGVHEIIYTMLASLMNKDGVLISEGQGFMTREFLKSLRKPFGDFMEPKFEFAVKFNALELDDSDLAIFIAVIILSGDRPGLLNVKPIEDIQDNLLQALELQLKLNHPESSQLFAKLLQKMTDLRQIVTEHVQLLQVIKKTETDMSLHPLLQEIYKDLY
L major viab: Leishmania major promastigote growth inhibition. Leishmania major promastigotes, resazurin fluorescence viability. inhibition, % at 10 µM. hit rate 9% among 200,000; in the data active = inhibition above about 50%;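 note: promastigotes grown with compound for 44 hours at 28 °C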
SRC2 TRFRET art: TR-FRET artefact, counter-screen to PPARgamma/SRC-2 agonist assay; hit rate 0.4% among 200,000; hits give high values; TR-FRET ratio at 8 µM; AID 1049; in the data active = TR-FRET ratio above about 2000; note: inactives centre near 1500; reference of the scale not given here
S1P3 antagonist: S1P3 (human) receptor antagonism; CHO S1P3 NFAT-BLA reporter, FRET fluorescence, antagonist mode; Q99500; inhibition, % at 4.98 µM; hit rate 0.27% among 170,000;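 active = inhibition above the plate cutoff, the mean inhibition of test wells on that plate plus 3 SD, cut at about 28% in these data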;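 note: cells challenged with S1P at its EC80 of 0.8 µM; blue over green emission ratio from cleaved BLA substrate after 4 h stimulation; 0% = S1P-stimulated wells and 100% = unstimulated DMSO-only wells; some compounds past the cut are filed as inactive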
Redox H2O2 prof: compounds producing H2O2 with reducing agent – biochemical, NIH compound library profiling, artefact control for MLSCN library redox annotation, primary screen | hit rate 0.03% among 200,000 | DTT-dependent redox cycling H2O2, phenol red/HRP absorbance; 100% = 100 µM peroxide control, 0% = buffer | activation, % at 10 µM;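 active = activation of at least 50% relative to the plate's high and low controls in the primary single-dose screen; inactive = activation below 50%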;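 note: compound incubated with DTT at 0.8 mM final as the reducing agent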
HMGR II inh: E. faecalis class II HMG-CoA reductase inhibition | inhibition, % at 10 µM | hit rate 0.41% among 190,000 | AID 1066 | purified E. faecalis HMGR, NADPH absorbance 340 nm kinetic;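 active = inhibition above a set limit, the median over all tested compounds plus 3 SD, cut at about 9.5% in these data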;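 note: enzyme runs in reverse so mevalonate oxidation gives rising NADPH absorbance; 0% = complete reaction with DMSO and 100% = background rate lacking mevalonate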
RAM inhibit: yeast RAM network inhibition; S. cerevisiae dse1pr::URA3 reporter, 5-FOA growth OD615, 2 d; analog-sensitive cbk1-as2 kinase mutant strain; inhibition, % at 50 µM; hit rate 1.8% among 190,000; AID 868;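 active = inhibition above a set limit, 3 SD over mean compound inhibition, cut at about 8.4% in these data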;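 note: 0% = DMSO-only wells with no growth and 100% = 10 µM 1-NA-PP1 full growth; inhibition rescues growth on 5-FOA so higher OD means more RAM inhibition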
PPARg SRC-2 ag: promotes SRC-2 coactivator recruitment by human PPARgamma | P37231 | PPARgamma LBD-SRC-2 recruitment, biochemical | activation, % at 8 µM | hit rate 0.34% among 200,000 | AID 1032; in the data active = activation above about 22%;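 note: 0% = vehicle and 100% = reference agonist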
ROMK mod: modulators of human ROMK potassium channel | Tet-inducible ROMK, thallium flux fluorescence; actives lie on both sides | B-score at 10 µM | hit rate 2% among 130,000 | AID 1918;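 active = signal ratio slope over the read window, or its plate-corrected B-score, at least 3 SD from the plate mean, either direction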;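 note: B-score of the F/F0 ratio slope over 7 to 12 s after thallium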
Target sequence (P48048 whole entry, looked up): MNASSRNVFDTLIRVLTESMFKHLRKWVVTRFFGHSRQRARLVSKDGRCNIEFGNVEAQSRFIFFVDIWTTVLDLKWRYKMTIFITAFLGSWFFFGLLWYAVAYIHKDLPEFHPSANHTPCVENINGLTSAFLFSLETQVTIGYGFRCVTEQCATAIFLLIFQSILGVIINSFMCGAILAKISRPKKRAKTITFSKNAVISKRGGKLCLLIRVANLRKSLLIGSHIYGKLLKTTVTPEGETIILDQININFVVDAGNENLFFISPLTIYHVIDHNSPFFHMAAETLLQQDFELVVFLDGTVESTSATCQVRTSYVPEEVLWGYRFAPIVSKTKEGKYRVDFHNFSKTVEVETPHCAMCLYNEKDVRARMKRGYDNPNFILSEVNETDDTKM
bIAP inhibitor: blocks bovine intestinal alkaline phosphatase activity | 190,000 tested, under 10 active | inhibition, % at 20 µM | AID 1019 | purified bovine IAP, CDP-star luminescence, 30 min;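 active = over 50% inhibition of intestinal alkaline phosphatase at 20 µM in the single-dose screen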
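System: Purified bovine intestinal alkaline phosphatase (IAP) enzyme | Input: IAP diluted 1/65,000,000 in the well | Also added: CDP-star chemiluminescent phosphatase substrate, 30 µM final | Dosing: 20 µM single dose | Times: Enzyme reaction for 30 min at room temperature | Detection: Luminescence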
PPARg SRC1 recr: promotes SRC-1 coactivator recruitment by human PPARgamma; P37231; PPARgamma-SRC-1 coactivator recruitment biochemical assay; activation, % at 8 µM; hit rate 0.41% among 200,000; in the data active = activation above about 19%;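 note: 0% = DMSO and 100% = reference agonist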
An asterisk follows results filed as active; . = not tested or not shown. Not a hit list. Share with any hit: about 13%.

SMILES	PPARg SRC-3 ag	L major viab	SRC2 TRFRET art	S1P3 antagonist	Redox H2O2 prof	HMGR II inh	RAM inhibit	PPARg SRC-2 ag	ROMK mod	bIAP inhibitor	PPARg SRC1 recr
Oc1ccc(-c2nccc(-c3ccc(Cl)cc3)n2)cc1	1.0	14.1	1561	-4.6	-1.2	-0.5	3.2	1.2	0.148	2.7	-3.8
CCCCNC(=S)NNc1c(Cl)cc(Cl)cc1Cl	3.8	-2.2	1645	-21.7	-0.5	-1.5	5.3	4.3	-0.0263	14.5	6.3
Cc1c(-c2cccs2)[n+](=O)c2c(n1[O-])CCCCC2	2.8	-2.3	1618	.	-0.3	-3.1	-0.5	5.1	-0.531	7.5	-1.1
CCOc1ccccc1NC(=O)N1CCC(n2nnc3cc(C)ccc32)CC1	-2.2	-2.4	1466	-12.2	0.0	-4.1	-0.4	0.0	-0.893	-0.9	3.0
C=CCNC(=O)c1sccc1Oc1ccc(F)cc1[N+](=O)[O-]	-3.5	1.0	1659	-5.2	-2.0	-2.3	-0.5	-5.5	-0.515	-2.9	-3.5
O=C(CN(Cc1ccc(F)cc1)S(=O)(=O)c1ccc(S(=O)(=O)N2CCOCC2)cc1)Nc1ccccc1	3.0	-7.3	1550	6.3	-0.2	-6.7	4.8	2.4	-0.0789	11.9	14.2
COc1cc(C(=O)NCCCN2CCCC2=O)cc(OC)c1OC	-7.7	-4.8	1626	.	0.2	-9.9	1.9	8.1	-0.02	2.9	3.3
COc1ccc(-c2cc(C(F)(F)F)nc(S(=O)(=O)CCC(=O)N3CCOCC3)n2)cc1	4.1	17.7	1317	-6.2	3.4	-7.2	-0.5	-2.8	.	4.2	1.0
CN1CCN(CC(O)COc2ccc(OCC(O)CN3CCN(C)CC3)cc2)CC1 (centres undefined)	-1.5	0.1	1376	-21.5	2.4	-0.3	-1.0	-1.0	.	10.7	1.5
CCCc1cc(=O)n2[nH]c(-c3ccco3)nc2n1	4.4	0.9	1508	.	0.3	-2.7	0.5	0.7	0.0913	0.4	6.4
CC1CCN(S(=O)(=O)c2cccc(C(=O)NCc3ccco3)c2)CC1	1.5	6.0	1264	.	1.9	-3.5	2.5	1.2	-0.785	9.8	-2.7
CCn1c(SCC(=O)Nc2nc3ccccc3s2)nnc1-c1ccc(Br)cc1	-0.5	2.1	1634	.	0.5	2.7	4.7	8.3	-0.302	8.4	-3.7
O=C(NNS(=O)(=O)c1ccc([N+](=O)[O-])cc1)c1cnn(-c2ccccc2)c1-n1cccc1	11.2	-5.8	1637	.	0.8	-3.4	5.9	8.7	.	-4.2	3.0
CCOC(=O)c1oc2ccc(OC)cc2c1NC(=O)CN1CCN(C)CC1	7.4	6.4	1624	.	0.2	-6.7	2.0	6.8	0.692	10.3	8.7
O=C(NC1CCCCCCC1)c1ccc(S(=O)(=O)N2CCCC2)cc1	-6.1	21.6	1583	.	2.7	-2.8	0.8	5.1	.	11.7	-2.1
CCN(CC)CCNCc1ccc(Br)cc1OCC(=O)NCc1ccccc1	11.2	5.9	1664	-4.7	0.0	-6.5	3.0	9.9	.	-20.0	6.8
COc1cc2ccccc2cc1C(=O)NCC(c1cccs1)N(C)C (centres undefined)	-1.4	21.3	1540	2.4	-1.0	-1.3	2.6	-1.3	-3.06	13.1	-5.0
Cc1cc(NC(=O)CSc2nnc(-c3cccnc3)n2C2CCCCC2C)no1 (centres undefined)	1.5	21.4	1476	.	0.3	-1.4	-0.6	0.0	0.896	-7.0	-0.9
COC(CNC(=O)C1CCCN(S(=O)(=O)c2c(C)noc2/C=C/c2cccs2)C1)OC (centres undefined)	6.2	-6.8	1562	-0.7	-0.5	-3.2	6.9	9.4	0.543	-8.9	0.9
COc1ccc(NC(=O)CCNS(=O)(=O)c2ccc3c(c2)c(=O)n(C)c(=O)n3C)c(OC)c1	-2.3	6.0	1443	3.8	0.7	-1.5	-1.1	-4.8	0.916	1.5	-4.8
CCOC(=O)CCc1c(C)n(CC)c2cc(-c3ccccc3OC)nn2c1=O	4.1	-2.5	1575	-13.5	0.4	1.6	0.8	6.4	.	11.1	4.5
CS(=O)(=O)N(CC(=O)NCCSCc1c(F)cccc1Cl)c1ccc2c(c1)OCO2	1.4	5.8	1459	2.3	0.3	-5.8	1.7	5.7	.	0.5	-1.2
CCOc1ccc2nc(Cl)c(C3CC(c4ccco4)=NN3S(=O)(=O)c3ccccc3)cc2c1 (centres undefined)	-3.1	99.9*	1389	-0.4	-0.2	-0.3	3.4	-0.1	0.504	2.9	-6.0
Cc1ccccc1NC(=O)/C=C/c1cccc(C(F)(F)F)c1	-2.0	-2.7	1389	.	3.4	-3.9	1.4	-4.5	.	9.0	-1.9
O=C1NC(c2cn(-c3ccccc3)nc2-c2cccs2)C(C(=O)c2cccnc2)C(O)(C(F)(F)F)N1 (centres undefined)	-8.3	-7.3	1337	.	0.4	-9.1	1.1	-6.2	-0.613	8.5	-0.2

Whole records from above. Screens in order: PPARg SRC-3 ag, L major viab, SRC2 TRFRET art, S1P3 antagonist, Redox H2O2 prof, HMGR II inh, RAM inhibit, PPARg SRC-2 ag, ROMK mod, bIAP inhibitor, PPARg SRC1 recr
O=C1NC(c2cn(-c3ccccc3)nc2-c2cccs2)C(C(=O)c2cccnc2)C(O)(C(F)(F)F)N1 (centres undefined) across the screens: -8.3, -7.3, 1337, ., 0.4, -9.1, 1.1, -6.2, -0.613, 8.5, -0.2
CCN(CC)CCNCc1ccc(Br)cc1OCC(=O)NCc1ccccc1 across the screens: 11.2, 5.9, 1664, -4.7, 0.0, -6.5, 3.0, 9.9, ., -20.0, 6.8

The results go on.
SMILES	PPARg SRC-3 ag	L major viab	SRC2 TRFRET art	S1P3 antagonist	Redox H2O2 prof	HMGR II inh	RAM inhibit	PPARg SRC-2 ag	ROMK mod	bIAP inhibitor	PPARg SRC1 recr
Cc1ccc(C(=O)NNC(=O)C2CCN(Cc3ccc(Cl)c(Cl)c3)CC2)cc1	-3.0	-1.2	1572	.	2.2	-1.6	1.3	2.6	.	0.0	-4.9
c1cn2cc(-c3ccc4c(c3)OCO4)nc2s1	7.6	0.8	1466	.	-0.7	-4.5	1.3	2.9	.	9.7	1.7
COc1ccc(CN2CCCC2C(=O)Nc2ccc(OC)c(OC)c2)cc1OC (centres undefined)	14.1	0.9	1601	-39.0	-0.9	0.7	2.3	-2.8	0.638	0.5	1.6
CC1CN(C(=O)c2ccncc2)CC(C)O1 (centres undefined)	0.2	-8.3	1592	-6.0	0.6	-20.4	-0.8	8.4	1.18	-4.5	5.5
NC(=O)C1CCN(C(=O)CCCCCn2c(=O)[nH]c3ccsc3c2=O)CC1	-2.0	-5.4	1547	.	-1.7	1.0	2.5	2.4	0.5	-18.2	1.4
CCOC(=O)CSc1cc(CS(C)(=O)=O)nc(-c2ccccn2)n1	-1.5	-4.5	1662	-11.7	-0.2	5.9	0.4	-4.8	-1.22	-7.6	-4.1
COCCn1nnnc1C(c1cc2c(C)cc(C)cc2[nH]c1=O)N1CCCCCC1 (centres undefined)	10.1	-0.1	1577	-18.1	0.9	-4.4	0.9	-0.1	.	-10.6	11.9
Cc1ccc(NS(=O)(=O)c2cccc(C(=O)O)c2)cc1S(=O)(=O)N1CCCCC1	-4.2	42.1	1527	-7.5	-0.5	-6.9	-1.4	-12.9	0.681	3.1	-6.7
Cc1cccc(NC(=S)NC(=O)c2ccc(Br)o2)c1	5.8	-3.3	1686	4.8	1.6	-3.6	7.7	8.2	2.51	-21.6	10.3
O=C(NC12CC3CC(CC(C3)C1)C2)c1cncc(O)c1	6.5	-10.5	1460	.	1.5	-3.7	0.9	4.6	-0.0521	20.0	-3.9
CCC(=O)Nc1ccc(Cl)c(NC(=S)NC(=O)c2ccco2)c1	-0.5	13.5	1570	6.5	-0.2	-3.0	3.0	4.5	0.609	12.2	1.4
COc1ccc(-c2cc(N3C(=O)Nc4ccccc4N3O)n[nH]2)c(OC)c1	5.0	-3.3	1495	-1.8	-1.4	-2.9	1.6	2.2	0.945	-16.2	-4.6
Cc1ccn(S(=O)(=O)c2ccc(C(C)(C)C)cc2)n1	-6.2	71.2*	1525	4.2	0.8	1.9	0.6	6.4	-0.67	9.1	1.2
COc1ccc(Cl)cc1NC(=O)CSc1nnc(-c2ccncc2)n1CC1CCCO1 (centres undefined)	-1.0	-1.7	1473	-25.8	2.4	2.9	0.9	-4.5	0.866	-6.3	-2.3
Cc1ccc(S(=O)(=O)NC(N)=NCCc2ccc(Cl)cc2)cc1	-2.8	-5.2	1400	12.8	-0.7	-2.0	4.5	0.1	-0.0285	4.9	10.2
Cc1ccc(C(=O)N2NC(c3ccccc3F)C3C(=O)N(c4cccc(C)c4)C(=O)C32)cc1 (centres undefined)	-2.5	-5.0	1679	-7.8	0.6	2.3	2.0	1.3	1.35	-14.9	-0.5
O=C(Cc1sc(-c2ccccc2)nc1-c1ccccc1)Nc1ccc(Cl)cc1	-0.7	-0.9	1545	.	0.0	1.1	4.2	-1.3	-0.153	2.4	6.4
Cc1ccc(NC(=O)c2ccc(OC(F)(F)F)cc2)cc1S(=O)(=O)N(C)C	5.0	2.6	1460	0.1	-0.5	0.5	2.9	8.3	.	6.4	0.4
Cc1ccccc1NC(=S)NCc1ccc2c(c1)cc(C)n2C	4.2	29.8	1671	-6.3	0.4	15.3*	3.9	2.9	-0.0624	6.7	4.9
O=C(Cn1c(-c2ccccc2Cl)nc2ccccc21)Nc1cccc(Cl)c1	-4.1	15.8	1520	-5.8	-0.1	2.8	5.1	2.7	-0.89	-12.1	7.1
O=C(Nc1ccccc1-c1nnn(CC(=O)N2CCCc3ccccc32)n1)c1ccco1	-4.1	5.4	1316	-0.8	4.3	-1.2	4.4	-7.7	.	3.7	4.2
CSCC[C@H](NC(=O)OC(C)(C)C)c1nnc(SCc2cccc(F)c2)o1	14.6	18.3	1536	-34.0	0.0	0.3	3.9	-2.1	.	-3.1	13.0
CC1CCN(c2ccc([N+](=O)[O-])cn2)CC1	-3.4	-1.6	1416	-16.4	-0.3	-4.1	-0.9	2.7	.	40.0	2.8
Cc1ccc(C(=O)N2CCN(c3ccc([N+](=O)[O-])c(N4CCOCC4)c3)CC2)cc1	2.4	7.8	1417	3.5	-0.2	-0.6	-0.2	-0.7	.	18.8	-9.7
COc1ccc2nc(NCCO)[nH]c2c1	0.8	10.3	1450	1.7	-0.3	-0.7	-0.4	-4.9	0.00468	19.0	-9.9
O=C(Oc1cccc2cccnc12)c1ccco1	6.0	99.1*	1461	.	-1.5	1.2	-1.7	9.4	0.757	10.4	7.1
CC(=O)C1=C(C)NC(=O)NC1c1ccccc1OCC(=O)NCCc1ccccc1 (centres undefined)	-1.8	-3.9	1336	.	0.0	-0.8	1.5	-5.5	.	9.8	-3.9
CCCCC1N2CC3([N+](=O)[O-])CN1CC([N+](=O)[O-])(C2)C3(C)C (centres undefined)	3.3	-3.4	1570	3.9	-0.2	-1.1	0.5	2.0	.	3.9	7.8
COC(=O)c1cc(C(=O)OCC(=O)NCc2ccc3c(c2)OCO3)cc([N+](=O)[O-])c1	-0.8	-3.1	1490	-5.0	-0.1	-3.1	3.4	4.3	-0.282	1.9	-7.7
